# PGE2 EP2 inh = human EP2 receptor antagonists, primary screen, TR-FRET cAMP, C6 glioma cells; Prostaglandin E2 receptor EP2 subtype (Homo sapiens), P43116; C6 glioma cells expressing human EP2; cells stimulated with saturating PGE2; inhibition, % at 25 µM; actives 0.52% (n = 260,000); AID 1422, 2008;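 active means percent inhibition above 40 after rounding to a whole number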;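 further: rat C6 glioma host cells with rolipram phosphodiesterase inhibitor present; the protocol text gives 20 µM as final concentration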
# Target sequence (P43116 whole entry, looked up): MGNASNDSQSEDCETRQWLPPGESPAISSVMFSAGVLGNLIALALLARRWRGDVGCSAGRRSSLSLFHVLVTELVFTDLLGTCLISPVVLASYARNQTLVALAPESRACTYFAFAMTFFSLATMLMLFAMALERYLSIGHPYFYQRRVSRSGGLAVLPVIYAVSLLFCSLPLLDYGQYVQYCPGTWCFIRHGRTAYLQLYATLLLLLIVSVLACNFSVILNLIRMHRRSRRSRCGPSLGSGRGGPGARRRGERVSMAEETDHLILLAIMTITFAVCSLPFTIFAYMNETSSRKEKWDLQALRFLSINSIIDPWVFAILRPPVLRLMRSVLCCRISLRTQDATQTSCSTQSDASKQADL
# EP2 mod = EP2 receptor modulators, cAMP readout, primary screen, cell-based, HTRF cAMP, PGE2 stimulation | induction, % at 25 µM | Prostaglandin E2 receptor EP2 subtype (Homo sapiens), P43116 | EP2-expressing cells, cAMP HTRF FRET, PGE2 co-stimulation | actives 0.83% (n = 260,000);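 active means compounds whose cAMP rise, as percent of the full-agonist control response, exceeds 60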;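 further: rat C6 glioma line stably carrying human EP2 under a CMV promoter; the protocol text gives 20 µM as final concentration; 100% = response of wells given 1 µM PGE2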
# Numbers without * were called inactive. Only part of the results is shown; count on the stated rates, not on these rows.
SMILES,PGE2 EP2 inh,EP2 mod
C=CCNC(=O)[C@H]1C=CCN1C(=O)Nc1ccccc1Cl,6.8,-18.6
Cc1ccc(NC(=O)NCCNc2nc3c(C)cccc3cc2C#N)cc1,7.6,-3.6
O=C1c2c(O)cccc2Cc2cccc(O)c21,5.4,2.0
Cn1c(CN2CCOCC2)nnc1SCC(=O)Nc1cc(Cl)ccc1Cl,3.8,3.4
Cc1nc2c(C)cccc2cc1C(=O)NCC(c1ccc2c(c1)OCO2)N(C)C (stereo unspecified),12.4,-57.5
CCOCCn1c(NCc2ccc(OC)cc2)nc2c1c(=O)[nH]c(=O)n2C,12.9,11.2
COCCOC(=O)C1=C(C)NC(=O)NC1c1ccc(C(C)(C)C)cc1 (stereo unspecified),9.8,-44.0
COc1nc(-c2ccccc2)ccc1-c1noc(-c2ccncc2)n1,10.1,-0.4
CCC(C)(C)NC(=O)c1ccc2c(c1)N(CC(=O)NC1CCCC1)C(=O)C(C)(C)O2,17.8,34.5
COc1ccc2nc(SCC(=O)Nc3c(C)cccc3C)c(C)cc2c1,34.2,60.3
N#CC1=C(N)Oc2c(ccc3ccccc23)C1c1ccc(Cl)cc1 (stereo unspecified),27.5,51.2
Cc1cc(C)cc(NC(=O)CN2c3cccc4cccc(c34)S2(=O)=O)c1,5.8,-7.5
CCOCc1nnc(NC(=O)Cc2c(F)cccc2Cl)s1,0.9,-24.0
COCCNC(=O)Cn1nc(C)n2c(cc3occc32)c1=O,5.5,16.5
O=C(C1CCCC1)N1CCCc2cc(C(O)CN3CCC(C(F)(F)F)CC3)ccc21 (stereo unspecified),3.4,-0.9
Cc1cc(C)nc(Nc2ccc(S(N)(=O)=O)cc2)n1,9.4,-26.1
CCc1nc(SCC(=O)N2CCCc3ccccc32)c2ccccc2n1,9.0,33.8
CCOc1ccc(N2CC(C(=O)Nc3c(C)cccc3C)CC2=O)cc1 (stereo unspecified),5.9,-41.4
Cc1ccc(NC(=O)N(CCCN(C)C)Cc2cc3cc4c(cc3[nH]c2=O)OCO4)cc1,9.5,-66.3
CCn1c(COc2ccc(Cl)cc2)nnc1SCC(=O)Nc1ccc(OC)cc1,17.3,-1.6
Cn1cc(CN2CCC(O)(c3ccccc3F)CC2)c2cc(F)ccc21,5.4,-101.6
COC(=O)CSc1nnc(-c2ccncc2)n1-c1ccccc1,8.2,-14.6
COc1ccccc1C1(O)CCN(Cc2ccc(-n3cccn3)cc2)CC1,5.3,-74.0
Cc1cc(C)nc(N2CCC(C(=O)NCc3cccc(Cl)c3)CC2)n1,5.3,-10.6
CCN(CC)S(=O)(=O)c1ccc(S(=O)(=O)NCc2ccco2)cc1,5.5,-22.7
CCc1ccc2nc(SCC(=O)Nc3ccccc3C)c(C#N)cc2c1,23.3,17.3
Cc1ccccc1CCN(Cc1cc2cccc(C)c2[nH]c1=O)C(=O)NC1CCCCC1,8.1,-5.0
O=C(/C=C/c1ccccc1)c1ccc(O[C@@H]2O[C@H](CO)[C@@H](O)[C@H](O)[C@H]2O)cc1O,9.5,-29.6
COc1ccccc1NC(=O)CSc1nnc(COc2ccc3ccccc3c2)o1,6.3,-61.8
CN(Cc1ccccc1)CC(O)c1ccc2c(c1)CCCN2C(=O)c1ccccc1F (stereo unspecified),14.7,-55.0
Cc1nc(NC(=O)C2CC2)sc1C(=O)Nc1ccc(Br)cc1,9.3,-26.7
CCOC(=O)c1ccc(NC(=O)CSc2nnc(-c3ccco3)n2C)cc1,4.8,-7.6
CCCC(c1nnnn1CCOC)N(CCCO)Cc1cc2cc(C)ccc2[nH]c1=O (stereo unspecified),6.2,-22.1
Cc1cc(C)c2cc(CN(Cc3cccnc3)C(=O)Nc3ccccc3Cl)c(=O)[nH]c2c1,5.2,18.8
O=C(O)C1C2C=CC3(CN(c4ccccc4F)C(=O)C13)O2 (stereo unspecified),7.4,29.3
O=C(O)c1ccc(Nc2ccnc3cc(Cl)ccc23)cc1O,6.3,2.5
Cc1ccc(CN(Cc2cc3cc(C)ccc3[nH]c2=O)C(c2nnnn2C2CCCC2)C(C)C)cc1 (stereo unspecified),9.7,39.9
CC(=O)Nc1ccc(NS(=O)(=O)c2ccc3c(c2)n(C)c(=O)n3C)cc1,11.9,-56.9
Cc1cccc(C)c1NC(=O)CSc1nnc(Cn2cnc3ccccc32)n1C,9.2,-19.7
N#CCNC(=O)c1sc2ccccc2c1Cl,11.1,-42.2
CC(=O)c1cc2c(cc1NS(=O)(=O)c1cccc(C(=O)O)c1)OCO2,7.8,-6.1
Cc1ccc(C)c2[nH]c(=O)c(C(c3nnnn3C(C)(C)C)N3CCc4ccccc43)cc12 (stereo unspecified),20.9,31.1
Cc1ccc2[nH]c(=O)c(CN(Cc3nnnn3C3CCCC3)CC3CCCO3)cc2c1 (stereo unspecified),12.4,-0.7
O=C(CCCSc1nc(-c2ccco2)cc(C(F)(F)F)n1)NCCc1ccccc1,10.8,-146.1
COc1cc(C2SC(NC(C)=O)=NN2C(C)=O)ccc1OC(C)=O (stereo unspecified),14.2,5.1
C=CCn1nc(C)n2c(cc3occc32)c1=O,9.5,-1.9
COc1ccc(CN(Cc2ccc3c(c2)OCO3)CC(C)O)c2c(OC)cccc12 (stereo unspecified),1.5,-18.7
COCCOc1nc2c(c(=O)n(C)c(=O)n2C)n1Cc1ccc(C)cc1,16.2,-3.5
Cn1c(N2CCN(CC(=O)NCc3cccs3)CC2)nc2ccccc21,6.9,12.8
CCOc1cc2c(cc1CN(C)CCN1CCCCC1)OCO2,4.9,20.5
# Next part.
SMILES,PGE2 EP2 inh,EP2 mod
COc1ccccc1OCc1nnc(SCC(=O)Nc2ccc(C)c(Cl)c2)n1C,13.0,-4.5
O=C(Nc1cccc(Cl)c1)C1CCN(C(=O)c2cccs2)CC1,8.5,-35.3
COc1ccc2c(c1)cc(C)c1nnc(SCC(=O)Nc3sc4c(c3C#N)CCC(C)C4)n12 (stereo unspecified),11.4,13.4
O=C(COc1ccc(Cl)cc1)NNC(=O)c1cccs1,11.1,-13.7
CCNc1nc(OC)nc(Oc2ccc(C(=O)OCC)cc2)n1,7.8,0.3
CC(=O)Oc1ccc(CN[C@@H]2CCC(=O)N[C@H]2c2cc(F)cc(F)c2)cc1,5.7,-33.0
CC1(C)OC[C@@H]2O[C@H](n3cnc4c(N)nc(Cl)nc43)[C@H](OS(C)(=O)=O)[C@H]2O1,56.5*,-18.8
COc1ccccc1NC(=O)N1C2CCC1CC(O)(c1cccnc1)C2 (stereo unspecified),8.8,-8.5
COc1ccc(-n2c(-c3ccccc3OC)n[nH]c2=S)cc1,7.5,9.2
NNC(=O)[C@@H](O)[C@H](O)C(=O)NN,8.3,18.7

# By substructure: those above containing a furan ring, fused or not
SMILES,PGE2 EP2 inh,EP2 mod
COCCNC(=O)Cn1nc(C)n2c(cc3occc32)c1=O,5.5,16.5
CCN(CC)S(=O)(=O)c1ccc(S(=O)(=O)NCc2ccco2)cc1,5.5,-22.7
CCOC(=O)c1ccc(NC(=O)CSc2nnc(-c3ccco3)n2C)cc1,4.8,-7.6
O=C(CCCSc1nc(-c2ccco2)cc(C(F)(F)F)n1)NCCc1ccccc1,10.8,-146.1
C=CCn1nc(C)n2c(cc3occc32)c1=O,9.5,-1.9

# Going on with the list:
SMILES,PGE2 EP2 inh,EP2 mod
CCn1c(CNc2ccc(C)cc2)nnc1SCC(=O)N1CCOCC1,12.0,-80.2
CCC(C)(C)n1nnnc1CN1CCC(n2cnc3cccnc32)CC1,3.0,-16.4
CCOC(=O)C1CCN(S(=O)(=O)c2ccc(OCC(=O)OC)c(C)c2)CC1,5.8,-40.3
CCOc1ccc(CN2CCC(O)(c3ccccc3)C2)cc1Cn1ccnc1 (stereo unspecified),6.1,-63.3
CCC(c1nnnn1C1CCCC1)N(Cc1cc2ccc(OC)cc2[nH]c1=O)C1CCCC1 (stereo unspecified),9.7,26.5
COc1ccc(N2CC(C(=O)Nc3ccc(C(=O)OC(C)C)cc3)CC2=O)cc1 (stereo unspecified),20.2,-35.3
CCC(CN1CCN(C)CC1)NC(=O)C1(c2ccc(F)cc2)CC1 (stereo unspecified),8.2,-5.4
COc1ccc(-n2c(C)c3c(C)nnc(C)c3c2C)c(OC)c1,12.6,15.2
Cc1nc(NC2CCN(CC(=O)NC3CCCCC3)CC2)[nH]c(=O)c1C,3.5,-10.2
CN1CCC(CN(C)Cc2ccc(C3=CC(C)(C)NC(C)(C)C3)s2)C1 (stereo unspecified),8.5,-44.9

# Reformatted: results already given.
SMILES	PGE2 EP2 inh	EP2 mod
COc1ccc(N2CC(C(=O)Nc3ccc(C(=O)OC(C)C)cc3)CC2=O)cc1 (stereo unspecified)	20.2	-35.3
CCC(c1nnnn1C1CCCC1)N(Cc1cc2ccc(OC)cc2[nH]c1=O)C1CCCC1 (stereo unspecified)	9.7	26.5
COc1ccc(-n2c(C)c3c(C)nnc(C)c3c2C)c(OC)c1	12.6	15.2

# Next section
SMILES,PGE2 EP2 inh,EP2 mod
COc1ccc(-n2nnnc2SCC(=O)Nc2cccc(C)c2)cc1OC,16.1,2.6
CCOc1ccc2[nH]c(=O)c(CN(CC(C)O)C(=S)NCc3ccccc3)cc2c1 (stereo unspecified),21.1,-65.9
Cc1cccc2cc(C(c3nnnn3C3CCCC3)N(Cc3ccccc3)Cc3ccco3)c(=O)[nH]c12 (stereo unspecified),14.6,44.4
CN(C)Cc1cc(C(F)(F)F)ccc1C(O)(c1ccccc1)c1ccccc1,46.1*,-17.9
COc1cc(OC)cc(C(=O)N2CCC(C(=O)Nc3cccc(Cl)c3C)CC2)c1,6.9,-14.9
CCc1cccc(CC)c1NC(=O)CSc1nnc(-c2ccoc2C)n1CCOC,19.5,-4.4
COc1ccc(OC)c(C2NC(=O)C(C#N)=C(S)N2c2ccc(C)cc2)c1 (stereo unspecified),9.0,-26.2
COC(=O)c1cccc(S(=O)(=O)N(Cc2ccco2)Cc2cc3ccc(C)cc3[nH]c2=O)c1,12.5,-31.4
Cc1ccc2[nH]c(=O)c(CN(Cc3ccccc3)Cc3nnnn3C3CCCCC3)cc2c1,13.0,44.5
Cc1ccc(NC(=S)N(Cc2cccs2)Cc2cc3cc(C)ccc3[nH]c2=O)c(C)c1,10.1,-17.2
O=C(C(Cc1ccc(F)cc1)c1ccccc1)N1CCCCC1CN1CCOCC1 (stereo unspecified),9.0,-26.2
COc1ccc(C(C(=O)NC2CCCCC2)N(C(=O)c2ccccn2)c2cccc(F)c2)c(OC)c1 (stereo unspecified),10.5,1.7
CC(=O)N1c2ccc(NC(=O)c3cc4cccc(C)c4nc3C)cc2CC1C (stereo unspecified),3.0,-69.8
Cc1cc2cc(C(c3nnnn3C(C)(C)C)N3CCc4ccccc43)c(=O)[nH]c2cc1C (stereo unspecified),12.2,45.7
O=C(CSc1ncnc2c1cnn2-c1ccccc1)N1c2ccccc2Sc2ccccc21,2.4,1.9
Cc1cccc(NC(=O)C2CCCN(S(=O)(=O)c3ccc(-n4cnnn4)cc3)C2)c1C (stereo unspecified),5.6,-79.0
COc1ccc(S(=O)(=O)N2CCC(C(=O)N3CCC(C)CC3)CC2)cc1,12.0,-44.0
CC(C)[C@@H](Cn1nc(C2CC2)ccc1=O)NC(=O)c1cccc2cccnc12,6.3,22.1
CC1(C)C=C(c2c[nH]c(C3=CC(C)(C)NC(C)(C)C3)c2)CC(C)(C)N1,5.2,-33.3
CCN(CC)C(=O)c1cc(-c2ccc(Cl)cc2Cl)on1,6.3,-19.5
CCC(CO)NC(=O)C(=O)NCC1CCCO1 (stereo unspecified),4.8,-31.3
C=C(C)[C@H]1COc2cc3oc(=O)ccc3cc2O1,13.4,-32.0
O=C(Nc1ccc(N2CCOCC2)c(Cl)c1)c1cccs1,19.3,-47.3
CC(=O)OCCCN1C(=O)c2cccc3c(Cl)ccc(c23)C1=O,33.7,38.6
COc1ccc(C)cc1S(=O)(=O)NC1(CN2CCOCC2)CCCCC1,5.2,8.9
COc1ccccc1NC(=O)N1CCCC1C(=O)Nc1ccc(C)c(Cl)c1 (stereo unspecified),6.2,37.1
CC(C)CNc1nc2ncnc(N)c2[nH]1,6.7,2.3
COc1ccc2[nH]c(=O)c(-c3noc(-c4cccs4)n3)cc2c1,7.9,-36.3
C/C=C/Cn1c(SCCC)nc2c1c(=O)[nH]c(=O)n2C,7.5,6.7
COc1ccc(OCC(=O)Nc2ccc(NC(=O)c3ccco3)c(C)c2)cc1,10.8,-50.2
COC(=O)C1=C(C(=O)OC)SC(=C2C(=S)C(C)(C)Nc3c(C)cc(C)cc32)S1,7.5,48.7
COC(=O)Nc1nc2ccc(C(=O)c3ccccc3)cc2[nH]1,9.7,-6.7
Cc1csc(-c2cc3cc(Br)cc(Br)c3oc2=O)n1,8.5,18.8
Clc1ccccc1CN(CCCn1ccnc1)Cc1ccnn1C1CCCCO1 (stereo unspecified),2.8,28.4
CCCc1cc(CNC(=O)c2cc(-c3cccs3)no2)on1,6.2,-82.6
Cc1cccc(NC(=O)NC2(C)CCS(=O)(=O)C2)c1 (stereo unspecified),6.9,-31.5
COc1cccc(NC(=S)N(CCCO)Cc2cc3ccc(C)cc3[nH]c2=O)c1,10.5,-60.5
CCOC(=O)c1cnc2cc(-c3ccc(OC)cc3)[nH]n2c1=O,15.6,-87.0
Cc1cccc(CCN(Cc2cc3ccc(C)cc3[nH]c2=O)C(=O)C2CCCCC2)c1,12.2,42.8

# Looked up by compound from the entries so far, 2 records:
SMILES,PGE2 EP2 inh,EP2 mod
CCOCCn1c(NCc2ccc(OC)cc2)nc2c1c(=O)[nH]c(=O)n2C,12.9,11.2
Cc1cc(C)nc(N2CCC(C(=O)NCc3cccc(Cl)c3)CC2)n1,5.3,-10.6

# High-throughput results from PubChem BioAssay.
